DRD3 antagonist – D3 dopamine receptor (human) antagonism; P35462; D3R cells, DiscoveRx beta-arrestin luminescence, antagonist mode; stronger effect = lower value; max response, negative = inhibition, %; hit rate 2.5% among 360,000; AID 652054; in the data active = max response below about -50%; inconclusive = no clear call, values can overlap the other calls; note: % is set by controls: 0 for no effect and ±100 for the full control effect; mostly tested at two doses, the higher about 12 µM
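Cells expressing the human receptor were seeded at 1500 cells/well, incubated overnight at 37 degrees C in 5% CO2, then exposed to library compounds with dopamine controls for 90 minutes at 37 degrees C before luminescent detection.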
aSyn rescue – rescues yeast growth from alpha-synuclein toxicity; Yeast expressing alpha-synuclein, growth rescue, BacTiter-Glo, 24 h; hit rate 0.14% among 370,000; Potency, µM (top dose mostly 46.1 µM), inactives show at the highest dose growth rescue (activation), usual class: activators; AID 652106; note: potency is the fitted concentration of half-maximal effect; % of control where 0% means no effect; nearly all actives have a fitted effect of over 65% in size
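Screening used galactose-induced yeast with toxic alpha-synuclein levels, exposed to compound for 24 hr at 30 deg C. Cell growth, read with BacTiter-Glo luminescence, gave the measured signal.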
D3 ag – agonists of human D3 dopamine receptor. P35462. D3R DiscoveRx beta-arrestin cells, luminescence, 90 min. max activation, %. hit rate 0.58% among 410,000; in the data active = max activation above about 30%; note: 0% is about no effect; mostly tested at two doses, the higher about 12 µM
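Agonist mode: compounds and dopamine controls were applied to plated cells for 90 min at 37 degrees C after an overnight attachment at 1500 cells/well. Luminescent read-out followed 30 - 60 minutes at room temperature with DiscoveRx detection reagent.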
FUS yeast rescue – FUS proteinopathy suppression in yeast; hit rate 0.24% among 390,000; S. cerevisiae FUS-expressing, growth rescue, OD600, 24 h; Potency, µM (series often up to 76.6 µM), without a hit: top-dose growth rescue (activation), hits mostly activators;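 note: potency is the fitted concentration of half-maximal effect; plate controls were DMSO vehicle for no effect and reference control for full effect; nearly all actives have a fitted effect of over 55% in size; some results filed as inactive show a strong effect at the top dose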
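Compound concentration series was pinned onto galactose-induced FUS-expressing yeast seeded at OD 0.005. Plates sat 24hr at 30C; absorbance at 600 nm gave growth. DMSO served as background control.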
Abeta rescue – restores growth of yeast expressing A-beta42 peptide. yeast expressing A-beta42, growth rescue, OD600, 48 h; response scale: 0% DMSO, 100% iron-clioquinol control. hit rate 0.063% among 410,000. Potency, µM (doses to about 46.1 µM), for inactives: at the highest dose growth rescue, actives largely listed as activators. AID 1347071; note: potency is the fitted concentration of half-maximal effect; nearly all actives have a fitted effect of over 55% in size
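Yeast A-beta toxicity model in growth medium with pinned compounds, 48 h at 30 C; growth read as absorbance at 600 nm. Normalized to FeCl3/clioquinol equimolar mix (positive) and DMSO (negative).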
EPAC2 antagonist – blocks human EPAC2 exchange factor | Q8WZA2 | EPAC2 GEF exchange of Rap1B-BODIPY-GDP, fluorescence | Potency, µM (doses to about 114 µM), inactives show top-dose activity, negative = inhibition, usual class: inhibitors | hit rate 0.18% among 360,000; note: potency is the fitted concentration of half-maximal effect; % is set by controls: 0 for no effect and ±100 for the full control effect; nearly all actives have a fitted effect of over 45% in size; many of its hits are not listed in these tables
Target sequence (Q8WZA2 whole entry, looked up): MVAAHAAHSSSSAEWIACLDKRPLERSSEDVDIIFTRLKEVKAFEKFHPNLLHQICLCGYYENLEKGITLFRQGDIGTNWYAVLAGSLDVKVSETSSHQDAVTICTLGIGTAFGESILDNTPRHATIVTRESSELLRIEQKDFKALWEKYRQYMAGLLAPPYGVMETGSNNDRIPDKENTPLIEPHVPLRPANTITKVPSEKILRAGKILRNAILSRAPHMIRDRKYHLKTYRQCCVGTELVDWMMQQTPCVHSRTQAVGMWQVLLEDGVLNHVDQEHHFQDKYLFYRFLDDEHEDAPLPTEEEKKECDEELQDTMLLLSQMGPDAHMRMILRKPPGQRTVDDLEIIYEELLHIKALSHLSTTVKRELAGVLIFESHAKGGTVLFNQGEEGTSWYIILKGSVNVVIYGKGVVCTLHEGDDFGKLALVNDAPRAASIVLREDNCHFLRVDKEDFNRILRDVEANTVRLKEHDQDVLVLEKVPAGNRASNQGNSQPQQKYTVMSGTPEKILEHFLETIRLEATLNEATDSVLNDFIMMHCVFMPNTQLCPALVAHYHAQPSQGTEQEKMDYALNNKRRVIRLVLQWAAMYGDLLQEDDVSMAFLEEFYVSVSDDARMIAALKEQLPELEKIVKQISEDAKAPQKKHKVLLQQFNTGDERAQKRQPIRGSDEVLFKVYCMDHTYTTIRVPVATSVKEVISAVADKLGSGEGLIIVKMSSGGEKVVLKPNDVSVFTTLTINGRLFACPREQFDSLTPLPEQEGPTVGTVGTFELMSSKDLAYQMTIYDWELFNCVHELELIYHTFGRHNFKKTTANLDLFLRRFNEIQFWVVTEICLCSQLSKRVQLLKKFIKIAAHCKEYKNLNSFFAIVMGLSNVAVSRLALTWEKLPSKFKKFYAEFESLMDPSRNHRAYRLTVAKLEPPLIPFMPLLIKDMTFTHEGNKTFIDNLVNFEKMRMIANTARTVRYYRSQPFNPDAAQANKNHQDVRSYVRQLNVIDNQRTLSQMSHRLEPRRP
TDP43 rescue – rescues yeast growth from TDP-43 toxicity | hit rate 1.8% among 410,000 | Potency, µM (top dose mostly 46.1 µM), for the others: at the top dose growth rescue (activation), actives largely listed as activators | AID 652104 | TDP-43 expressing yeast growth rescue, BacTiter-Glo, 24 h; note: potency is the fitted concentration of half-maximal effect; % of control where 0% means no effect; nearly all actives have a fitted effect of over 50% in size
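Galactose-induced TDP-43 yeast, OD600=0.02, compound pinned; 24 hr, 30 deg C; BacTiter-Glo luminescence for growth. Inhibitors of TDP-43 toxicity read as activators.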
EPAC2 agonist – agonists of human EPAC2 (RAPGEF4); Q8WZA2; EPAC2 activation, biochemical qHTS; response scale: 100% = 6.5 mM cAMP response; Potency, µM (titrated, usually from 154 µM), for the others: top-dose activation, most hits filed as activators; hit rate 0.079% among 360,000; AID 720711; note: potency is the fitted concentration of half-maximal effect; nearly all actives have a fitted effect of over 50% in size
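Exchange assay: 100 nM EPAC2 with 250 nM Rap1B-BODIPY-GDP and 50 uM GDP. Fluorescence (ex 480/em 540 nm) read every 5 min for 30 min at room temperature. Data normalized to 6.5 mM cAMP as agonist control.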
Numbers without * were called inactive; ? = inconclusive; . = not tested or not shown; & = joins results of further samples; [ ] = remark or other dose. Unless noted, calls come from the whole dose curve; as a rule, active = well fitted curve in the direction sought with a large enough effect; inconclusive = small, poorly fitted or top-dose-only effect, or another doubt; inactive = no such curve, though single readings can be large; an effect the other way counts as inactive or inconclusive.

| canonical_smiles | aSyn rescue | Abeta rescue | TDP43 rescue | EPAC2 antagonist | FUS yeast rescue | DRD3 antagonist | EPAC2 agonist | D3 ag |
| --- | --- | --- | --- | --- | --- | --- | --- | --- |
| O=C1CCC(C(=O)N2CCCCO2)CN1Cc1cccc(F)c1 (stereo unspecified) | 0% | -5% | -6% | 4% | -9% | -5 | 3% | 2 |
| CC(C)CCNC(=O)CSc1nc2ccccc2c(=O)[nH]1 | 2% | 13% | -9% | -5% | 22% | -16 | 8% | -1 |
| Cc1[nH]c(C)c(C(=O)/C=C/c2ccc([N+](=O)[O-])cc2)c1C | 7% | 0% | 21% | -1% | 43% | 42 | -8% | -2 |
| CC(C)(C)NC(=O)COC(=O)C1c2ccccc2Oc2ccccc21 | ? | 19% | 21% | -9% | 9% | 1 | 7% | -2 |
| CC(=O)Nc1cccc(C(=O)OC(C(=O)c2ccc(C)c(C)c2)c2ccccc2)c1 (stereo unspecified) | -7% | -17% | 20% | -12% | 5% | 31 | 4% | 1 |
| COc1ccc(Cl)cc1NC(=O)CN(C)C(=O)c1ccc2n[nH]nc2c1 | 3% | -11% | 15% | -9% | -7% | -9 | 10% | -1 |
| CCCSc1nc(C)c(-c2csc(C(C#N)=C3CCCC3)n2)cc1C#N | -7% | 16% | -1% | -1% | 20% | -2 | 9% | 3 |
| O=C(COc1cc(F)ccc1[N+](=O)[O-])Nc1ccc(N2CCCCC2)cc1 | 11% | 13% | 14% | -11% | 27% | 0 | 11% | 4 |
| CC(C(=O)NC(C)(C)C)N1C(=O)c2cccc3cccc(c23)C1=O (stereo unspecified) | 0% | 8% | 5% | -4% | 18% | -14 | 13% | -8 |
| N#CC1=C(Nc2ccc(Br)cc2)CCC1 | -2% | 3% | -3% | -13% | 42% | -10 | 15% | -5 |
| CC(C)Oc1ccc(/C(O)=C2/C(=O)C(=O)N(CCN3CCOCC3)C2c2ccccc2)cc1 (stereo unspecified) | 4% | 16% | 23% | -1% | -1% | 0 | 3% | 0 |
| COc1ccc(CSCC(=O)NN=C2CCN(C)CC2)cc1 | -1% | 2% | 2% | 8% | 13% | 18 | 4% | -6 |
| COc1c(O)ccc2cnn(-c3ccccc3C)c(=O)c12 | -1% | -23% | 1% | 18% | ? | -16 | 7% | -1 |
| Cn1c(COc2ccccc2)nnc1SCC(=O)Nc1ccc(N2CCOCC2)c(Cl)c1 | 1% | -13% | -11% | 0% | ? | 13 | -3% | -1 |
| CC(=O)CCS(=O)(=O)c1ccc(Oc2ccc(S(=O)(=O)CCC(C)=O)cc2)cc1 | -2% | -4% | -10% | -5% | 5% | 8 | 5% | -3 |
| COc1ccc(S(=O)(=O)N2CCN(C3Cc4ccccc4C3)CC2)cc1 | -2% | 1% | 14% | 7% | . | 1 | -2% | -2 |
| C[C@@H](C(=O)Nc1nccs1)N1C(=O)C2CC=CCC2C1=O (stereo partly specified) | -1% | -10% | -2% | 1% | 18% | 1 | 1% | -9 |
| COc1ccc(-c2nn3c(=O)cc(CN4CCN(C(=O)c5ccc(C(C)(C)C)cc5)CC4)nc3s2)cc1 | . | -1% | 0% | . | 24% | . | . | 4 |
| CCOC(=O)C(C)Oc1cccc2c(=O)n(CC(=O)NCCc3ccccc3)ccc12 (stereo unspecified) | -7% | -3% | -15% | 20% | 31% | 0 | -1% | -11 |
| CCOC(=O)/C(C(N)=NCC(C)C)=C(/O)c1ccccc1 | 11% | 10% | 13% | -12% | ? | -10 | -5% | 4 |
| O=C(CCNS(=O)(=O)c1ccc(Br)s1)N1CCN(c2ccccc2)CC1 | ? | -17% | 18µM* | -1% | 24% | 3 | 3% | 0 |
| CSCCC(NC(=O)c1ccccc1)C(=O)NCCc1ccccc1 (stereo unspecified) | -11% | 9% | -15% | 2% | 13% | 2 | 5% | 0 |
| CCOCCCNc1nc2c(c(=O)n(C)c(=O)n2C)n1CCCc1ccccc1 | 5% | 7% | 0% | 4% | 31% | -1 | 3% | 3 |
| O=S1(=O)CC=C(CSc2nc3ccccc3[nH]2)C1 | -1% | 15% | 9% | 11% | -18% | 18 | 4% | 0 |
| CC(C)CNC(=S)NC1CC2CCCC(C1)N2Cc1cccs1 (stereo unspecified) | 0% | 1% | -24% | -2% | -12% | -76* | 6% | -29 |
| Nc1cc(=O)[nH]c(SCC(=O)Nc2cccc(S(=O)(=O)N3CCCCCC3)c2)n1 | -2% | 3% | 5% | 4% | 24% | -25 | 1% | -5 |
| Cc1ccc(CN2CCCn3nc(C(=O)NC(C)C)cc3C2=O)cc1 | . | -5% | -2% | . | 3% | . | . | 7 |
| Cc1sc(NC(=O)C2c3ccccc3Oc3ccccc32)c(C(=O)OC(C)C)c1C | . | 1% | 19% | . | 15% | . | . | 4 |
| COc1ccc(/C=C/CN2CCC(C(=O)NC(c3ccc(F)cc3)c3ccc4ccccc4n3)CC2)cc1 (stereo unspecified) | -17% | -4% | ? | 8% | 26% | -76* | 16% | -13 |
| CCN(Cc1ccccc1)C(=O)C(=O)c1cn(CC(=O)N2CCCC2)c2ccccc12 | -3% | -7% | -8% | -9% | 10% | 1 | 2% | 4 |
| Cc1nc2ccccn2c1C(=O)/C=C/c1cccc([N+](=O)[O-])c1 | -5% | -21% | 2.5µM* | -1% | -12% | 4 | 9% | -4 |
| CC1CC(C)CN(S(=O)(=O)c2ccc(NC(=O)C3CSC4(C)CCC(=O)N34)cc2)C1 (stereo unspecified) | -3% | 17% | -12% | -1% | 14% | -21 | 6% | 10 |
| COc1ccc(NC(=O)COC(=O)[C@@H]2CCCN2C(=O)c2cccs2)c(OC)c1 | -2% | 13% | 24% | -3% | 7% | 16 | 3% | 2 |
| Cn1c(=O)c2c(C(=O)O)cc(-c3ccccc3)nc2n(Cc2ccccc2)c1=O | 0% | -7% | 2% | 6% | -12% | 11 | 5% | 1 |
| COC(=O)C1=C/CCCN(C(c2ccccc2)c2ccccc2)/C=C\1C(=O)OC | ? | 7% | -8% | ? | 44% | 0 | 0% | -8 |
| COc1ccc(/C=C2/SC(=S)N(NS(=O)(=O)c3ccc(C)cc3)C2=O)cc1 | 13% | 0% | -6% | ? | 36% | -21 | 0% | -8 |
| CCN(CC(=O)Nc1ccc(N2CCOCC2)cc1)Cc1nc2ccccc2c(=O)[nH]1 | -2% | -2%[9.22 µM] | -5% | -6% | -20% | 0 | 8% | 4 |
| Cc1c(C(C)NC(=O)c2cc(COc3cccc4cnccc34)on2)cnn1C (stereo unspecified) | -5% | -3% | 2% | 16% | -26% | 7 | 0% | 1 |
| CCSc1nc2sc3c(c2c(=O)n1CC)CCC3 | 1% | -40% | 14% | ? | ? | -8 | 8% | 2 |
| Cc1ccc(C(=O)N2CCN(c3ccc(NC(=O)CSc4ccc(Cl)cc4)cc3)CC2)cc1 | -3% | 13% | -18% | 14% | 2% | -21 | 2% | -6 |
| O/N=C(\Cn1ccnc1)c1ccccc1 | 4% | 2% | . | 9% | -2% | 22 | 1% | 8 |
| Cc1ccc(C(=O)Nc2cccc(C(=O)N3CCOCC3)c2)cc1 | . | 9% | 0% | -4% | 0% | 4 | 10% | -4 |
| COc1ccc(C(=O)NC(=S)NNC(=O)c2ccncc2)cc1Br | -2% | 20% | ? | -3% | 2% | 3 | 5% | 3 |
| CCc1ccccc1NC(=O)CCS(=O)(=O)c1ccc2c(c1)CCCN2C(C)=O | 6% | 7% | -11% | 18% | -6% | 10 | -6% | -13 |
| CCCn1c(=N)c(C(=O)NCc2cccnc2)cc2c(=O)n3cc(C)ccc3nc21 | . | -6% | -5% | . | 28% | . | . | 0 |
| CCOc1cc(C)nc(N2CCC(C(=O)Nc3ccccc3OCC)CC2)n1 | 1% | 4% | 5% | 0% | 1% | 17 | -2% | -5 |
| Cc1cccc(Oc2nccc(C(F)(F)F)c2C(=O)Nc2ccc(F)cc2F)c1 | 1% | 14% | -14%[1.82 µM] | -10% | 11% | 0 | -4% | -2 |
| CC(=O)C1=C(O)C(=O)N(Cc2cccnc2)C1c1ccccc1 (stereo unspecified) | -1% | 9% | -2% | 10% | 11% | 4 | 4% | 2 |
| CN1CCN(Cc2cn[nH]c2-c2ccc(F)cc2F)[C@@H](c2ccccc2)C1 | -2% | -11% | -20% | -6% | 18% | -7 | -14% | 4 |
| CC1=C(C(=O)N(C)C)CC(CC(=O)NCC2CCCCC2)C(=O)N1CCCN1CCCC1=O (stereo unspecified) | 0% | -2% | 0% | 4% | -21% | 22 | 4% | 1 |
| CC1CCN(S(=O)(=O)c2ccc3c(ccn3CCC(=O)N3CCCCC3)c2)CC1 | ? | -13% | -22% | 0% | 43% | -11 | 6% | 1 |
| COc1cc(C(=O)NCCNC(=O)c2cc(OC)c(C)c(OC)c2)cc(OC)c1C | -3% | -17% | 5% | 12% | -6% | 7 | 0% | 9 |
| Cc1ccc(C)c(NC(=O)C(=O)NCCCN2CCOCC2)c1 | 9% | -7%&-1% | -8%&0%[9.22 µM] | -3% | -4%&21% | 2 | 2% | 1&9 |
| O=C(CS(=O)(=O)Cc1ccccc1)NCc1ccc2c(c1)OCO2 | 4% | 11% | 6% | 2% | 1% | 17 | 7% | -4 |
| Cc1nn(CC(=O)NC2CC2)c(=O)c2cc3ccccc3n12 | . | -5% | 22% | . | -26% | . | . | 4 |
| CCCCc1c(C)nc2c(-c3ccc(OC)cc3)c(C)[nH]n2c1=O | . | . | . | . | 9% | . | . | -10 |
| CC(C)NC(=O)C1(C)CCN1Cc1cccc(Cl)c1 (stereo unspecified) | -5% | -14% | 14% | -1% | -22% | 0 | 5% | -12 |
| Cc1nnc(N2C(=O)c3oc4ccccc4c(=O)c3C2c2ccc(Cl)cc2)s1 (stereo unspecified) | . | 0% | 0%[9.22 µM] | . | -23% | . | . | 4 |
| CC(C)c1ccc(NC(=O)COc2ccc(F)cc2C(=O)c2cnn(-c3ccccc3)c2)cc1 | -4% | -7% | -5% | 1% | 8% | 36 | 3% | 4 |

Profiles, looked up by structure:
COc1ccc(Cl)cc1NC(=O)CN(C)C(=O)c1ccc2n[nH]nc2c1 in the list: aSyn rescue: 3%; Abeta rescue: -11%; TDP43 rescue: 15%; EPAC2 antagonist: -9%; FUS yeast rescue: -7%; DRD3 antagonist: -9; EPAC2 agonist: 10%; D3 ag: -1
Cn1c(=O)c2c(C(=O)O)cc(-c3ccccc3)nc2n(Cc2ccccc2)c1=O in the list: aSyn rescue: 0%; Abeta rescue: -7%; TDP43 rescue: 2%; EPAC2 antagonist: 6%; FUS yeast rescue: -12%; DRD3 antagonist: 11; EPAC2 agonist: 5%; D3 ag: 1

High-throughput results from PubChem BioAssay.

Some of the compounds tested; the hit share may differ from the screen's.
